Compound activity deposited in PubChem by several laboratories.
MT1-MMP txn act: MT1-MMP promoter transcription activation; actives 0.16% (n = 86,000); HT1080 MT1-MMP promoter luciferase reporter, luminescence, overnight; stronger effect = higher value; AID 750; activation factor at 10 µM;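 active = activation factor of at least 2 for MT1-MMP transcription at 10 µM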
S1P2 blocker: blocks the human S1P2 receptor; cell-based S1P2 antagonist assay, inhibition at 5 uM; O95136; AID 736; inhibition, % at 5 µM; actives 0.21% (n = 97,000); in the data active = inhibition above about 45%;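 also: CRE beta-lactamase reporter cells expressing human S1P2 stimulated with S1P; 0% = agonist at EC80 alone and 100% = agonist plus reference antagonist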
Target sequence (O95136 whole entry, looked up): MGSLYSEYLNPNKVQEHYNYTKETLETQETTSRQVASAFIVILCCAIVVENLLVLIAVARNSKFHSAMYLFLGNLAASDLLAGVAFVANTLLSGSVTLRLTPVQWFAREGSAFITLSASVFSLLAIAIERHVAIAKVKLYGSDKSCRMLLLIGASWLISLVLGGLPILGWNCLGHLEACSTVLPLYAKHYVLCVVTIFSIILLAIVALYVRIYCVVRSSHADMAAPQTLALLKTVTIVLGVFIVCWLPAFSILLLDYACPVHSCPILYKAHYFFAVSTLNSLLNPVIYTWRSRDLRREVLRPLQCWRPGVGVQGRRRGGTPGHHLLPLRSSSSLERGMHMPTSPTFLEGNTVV
HIV Rev-RRE inh: HIV Rev-RRE protein-RNA interaction inhibition; P05866; Rev peptide-RRE RNA binding, FRET; inhibition, % at 8 µM; actives 0.79% (n = 97,000); AID 704;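 active = inhibition above the screen-wide mean plus 3 SD, cut at about 35% in these data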;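 also: 0% = median DMSO wells and 100% = median Neomycin B control wells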
Target sequence (P05866 whole entry, looked up): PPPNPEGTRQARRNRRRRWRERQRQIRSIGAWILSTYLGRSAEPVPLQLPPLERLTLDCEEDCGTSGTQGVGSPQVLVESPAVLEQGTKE
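Assay system: labelled RRE RNA duplex and labelled Rev peptide / Medium: HEPES pH 7.5 salt buffer with EDTA / Reagent: labelled Rev peptide / Schedule: 5 + 15 min at 25 °C / Signal: FRET, excitation 480 nm, emission 540 nm donor and 671 nm acceptor / Benchmarks: DMSO and neomycin B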
S1P2 ag: agonists of human S1P2 receptor | S1P2-expressing cell line, agonist reporter read-out | activation, % at 4.5 µM | actives 0.46% (n = 97,000) | AID 729; in the data active = activation above about 16%;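 also: 0% = vehicle low control and 100% = maximal reference agonist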
PLAP activator: activators of human placental alkaline phosphatase; P05187; purified PLAP enzyme, luminescent substrate read-out; stronger effect = higher value; activation fold at 20 µM; actives 1.2% (n = 96,000); AID 696; in the data active = activation fold above about 2
EphB4 antag: antagonists of human EphB4-ephrin-B2 interaction. inhibition, % at 7 µM. actives 0.15% (n = 97,000). AID 720. EphB4 LBD / TNYL-RAW-Alexa532 peptide, fluorescence polarization. P54760;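 active = inhibition above the screen-wide mean inhibition plus 3 SD, cut at about 15% in these data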;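 also: 0% = DMSO wells and 100% = excess unlabeled TNYL-RAW peptide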
FAK inh: FAK (human) kinase inhibition. Q05397. biochemical FAK kinase activity assay. inhibition, %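 (tested at 7 µM)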. actives 0.84% (n = 97,000). AID 727; in the data active = inhibition above about 19%;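 also: 0% = DMSO and 100% = reference compound high control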
PLK1 PBD inh: Plk1 (human) PBD binding inhibition; inhibition, %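 (tested at about 20 µM)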; actives 0.13% (n = 97,000); Plk1 PBD phosphopeptide binding, fluorescence polarization; in the data active = inhibition above about 34%, passing the limit was not always enough
Target sequence (P53350 whole entry, looked up): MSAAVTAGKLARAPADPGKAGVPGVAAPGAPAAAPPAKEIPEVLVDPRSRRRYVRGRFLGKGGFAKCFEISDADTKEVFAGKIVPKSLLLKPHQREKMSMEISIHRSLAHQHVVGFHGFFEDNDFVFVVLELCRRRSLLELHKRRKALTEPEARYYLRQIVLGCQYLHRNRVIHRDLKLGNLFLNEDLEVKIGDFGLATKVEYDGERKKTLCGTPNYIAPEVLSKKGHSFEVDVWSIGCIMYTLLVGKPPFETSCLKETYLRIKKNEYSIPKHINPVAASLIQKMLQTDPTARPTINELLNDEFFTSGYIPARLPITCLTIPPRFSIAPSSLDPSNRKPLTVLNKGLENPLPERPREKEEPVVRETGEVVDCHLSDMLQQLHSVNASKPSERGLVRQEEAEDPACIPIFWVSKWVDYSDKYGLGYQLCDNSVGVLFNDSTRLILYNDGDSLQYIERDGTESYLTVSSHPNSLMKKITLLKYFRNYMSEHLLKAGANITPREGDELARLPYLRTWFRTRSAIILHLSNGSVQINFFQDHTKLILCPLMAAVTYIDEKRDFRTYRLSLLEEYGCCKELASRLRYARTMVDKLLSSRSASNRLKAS
PLK1 inh: blocks human PLK1 kinase activity; P53350; recombinant PLK1 kinase, TR-FRET peptide phosphorylation; inhibition, % at 10 µM; actives 0.53% (n = 97,000); AID 619;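 active = inhibition of 50% or more in the single-concentration screen; inactive = inhibition below 50%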;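 also: 0% = DMSO max control and 100% = H-89 dihydrochloride min control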
* = called active by the depositor; · = no result given.

SMILES	MT1-MMP txn act	S1P2 blocker	HIV Rev-RRE inh	S1P2 ag	PLAP activator	EphB4 antag	FAK inh	PLK1 PBD inh	PLK1 inh
O=C(Nc1ccc(Cl)c(C(F)(F)F)c1)C1CCCN(S(=O)(=O)c2cnc[nH]2)C1 (stereo unspecified)	1.1	-1	18	-6	1.4	4	0	6	-1
COc1ccc(C2C(C(=O)Nc3cccnc3)=C(C)Nc3nc(-c4cccs4)nn32)cc1OC (stereo unspecified)	1.1	9	4	-2	1.4	-6	-2	0	-15
Cc1cc(C)cc(C(=O)N(c2ccccn2)C(C)c2ccco2)c1 (stereo unspecified)	1.3	0	7	-4	1	14	-2	-5	-1
Nc1ccccc1OCCOCCOCCOc1ccccc1N	1	8	-6	-2	0.9	-14	-5	-10	-1
CNS(=O)(=O)c1cccc(C(=O)Nc2cccc(Cl)c2)c1	·	2	5	-1	0.6	-5	2	-14	-9
Cc1csc(N(C)C(=O)CSc2nnc(COc3ccccc3C)o2)n1	·	8	4	-2	0.8	1	1	-15	-4
CCCN(CC1CC1)C(=O)CSc1nnc(-c2cc(-c3cccs3)nc3ccccc23)o1	1.2	-1	2	-7	1.7	-1	2	-1	1
CC(C)=C(NC(=O)c1ccccc1)C(=O)NCCCC(=O)O	1.1	18	7	-6	1	6	0	-18	-7
Cc1ccc(-c2nc3n(n2)Cc2ccccc2-3)cc1	·	25	5	-1	·	-1	0	-17	-4
COc1ccc(Nc2nc(N)nc(CSCCO)n2)cc1	·	-11	8	-5	0.8	-2	-2	13	-2
Cc1nc(SCC(=O)NCc2ccco2)c2c(C)c(C)sc2n1	1.1	-37	0	5	0.8	7	4	-3	-10
CCOC(=O)N1CCN(C(=O)c2ccccc2Oc2ccccc2)CC1	1.2	15	-2	1	1.3	-2	-2	-16	-3
CCn1c2ccccc2c2cc(CN3CCN(C(=O)c4ccco4)CC3)ccc21	1.1	7	0	-3	1.5	-3	-4	11	-1
COc1cc(C2Nc3ccc4ncccc4c3C3=C2C(=O)CCC3)cc(OC)c1O (stereo unspecified)	0.8	-17	11	-1	1	4	48*	3	-11
Cc1ccc(NC(=O)CCC(=O)O)cc1F	1	-11	2	-4	1	0	3	-9	-13
NS(=O)(=O)c1ccc(CCNC(=O)NC2(C(F)(F)F)Oc3ccccc3O2)cc1	1	12	-1	-5	·	1	0	17	5
CCOC(=O)C1CCN(CCC(=O)Nc2ccccc2Cl)CC1	1.1	-13	-1	-6	·	-5	-2	-8	-12
COc1ccc(N(CC(=O)Nc2ccc3c(c2)OCO3)S(=O)(=O)c2c(C)nn(C)c2C)cc1	1.2	19	2	-7	1.4	8	-1	1	3
O=c1oc2c(CN3CCOCC3)c(O)ccc2c2c1CCC2	1.1	5	0	-6	1.4	-2	-4	5	2
Cc1cccc(NC(c2ccc(O)cc2)c2ccc3ccc(C)nc3c2O)n1 (stereo unspecified)	1.2	21	8	0	2.8*	0	-1	-1	10
CCCOC(=O)c1sc2nc3c(cc2c1N)C(=O)CCC3	1.3	13	4	-2	0.7	5	6	-8	5
Cc1cc2ncn(C(=O)c3c(-c4c(Cl)cccc4Cl)noc3C)c2cc1C	1.2	-3	11	0	0.9	8	5	24	-12
CCOC(=O)C1=C(CSc2nc(C)cc(C)c2C#N)OC(N)=C(C#N)C1c1cccs1 (stereo unspecified)	1.2	24	18	-3	1.1	0	-2	-19	-13
Cc1cc(NS(=O)(=O)c2ccc(NC(=O)CCc3ccccc3)cc2)no1	1.2	6	6	-5	1	6	-3	-12	-1
O=C(COc1ccccc1N1C(=O)c2ccccc2C1=O)c1ccc(Cl)cc1	·	17	10	-4	0.9	5	-5	-20	-9
Remaining list, next part.
SMILES	MT1-MMP txn act	S1P2 blocker	HIV Rev-RRE inh	S1P2 ag	PLAP activator	EphB4 antag	FAK inh	PLK1 PBD inh	PLK1 inh
COc1ccc(-c2csc(NC(=O)Cn3nc(C)cc3C)n2)cc1	1.1	7	1	-5	1	-14	-7	-19	0
Cc1ccc(-c2nc(-c3ccccn3)no2)cc1Cl	0.1	13	5	-3	0.9	-5	3	-10	-8
O=C(c1ccncc1)N(Cc1cc2ccccc2[nH]c1=O)C1CCCCC1	0.5	-10	3	3	1.4	1	-8	15	-14
CSc1nnc(Cc2sc(-c3ccccc3)nc2-c2ccccc2)o1	1.1	0	13	-3	1.9	-6	2	-8	-2
COc1ccc2nc(/N=C(\N)NC(=O)C(C)(C)C)nc(C)c2c1	1.6	-2	13	-4	·	3	8	-30	-2
CCOC(=O)COc1ccc(C(=O)c2ccccc2)c(O)c1	1.1	2	3	-3	0.9	-1	-3	-15	-3
Cc1cc(NC(=O)C2(c3ccccc3)CCCC2)no1	1	10	5	-8	1	-3	11	2	-13
CCOC(=O)Cc1nn2c(=O)cc(C)nc2s1	1.2	7	11	2	1.2	3	-1	-8	-9
CCOC(=O)c1c(C)[nH]c(C(=O)OCC(=O)N2CCN(S(=O)(=O)c3ccccc3)CC2)c1C	1.1	-10	13	-5	1.3	0	-4	19	-9
Nc1nc(CSc2nc3ccccc3[nH]2)cs1	1.5	9	2	-8	1.9	2	-4	15	-7
COc1cc(C)ccc1OCCCOc1cc(C)ccc1Cl	·	11	16	-2	·	2	5	-15	-4
CCc1ccccc1NC(=O)CSc1nnc(Cn2nnc3ccccc32)n1C	1.1	1	10	-1	·	1	0	-24	-12
CCOc1c2ccc(C(=O)NCc3ccccc3OC)cc2nn1CC	·	13	2	-6	1	4	-4	-19	-7
COC(=O)c1ccccc1NC(=O)CN1CCC(n2nnc3cc(C(F)(F)F)ccc32)CC1	·	-9	-3	-2	1.4	0	1	-7	-14
CCOc1ccc(NC(=S)/C(=C(\[O-])c2ccc(C)c([N+](=O)[O-])c2)[n+]2ccccc2)cc1	1.2	-2	3	-3	1	2	0	30	-4
O=c1cc(CSc2ccccc2)[nH]c(=S)[nH]1	·	21	6	-3	1	3	7	-17	-3
CC(=O)Nc1ccc(S(=O)(=O)NCC2CCC(C(=O)NCCC(C)C)CC2)cc1 (stereo unspecified)	1.1	-19	5	-3	0.9	-9	-4	18	-12
O=C(NCCN1CCCCC1)Nc1ccc(F)c(Cl)c1	1.2	8	5	-4	1.1	3	-1	8	-10
Cc1cc(NC(=O)COC(=O)c2c(C)nn(-c3ccccc3)c2C)no1	1	12	2	-10	0.9	0	3	-8	-12
COC(=O)c1ccc(NC(=O)NS(=O)(=O)c2ccc(C)cc2)cc1	1.1	16	9	-6	0.8	2	-5	-13	-2
CSc1cccc(NC(=O)COc2ccccc2)c1	1.1	-4	1	-2	1	-6	2	-4	-6
COC(=O)c1cc(C#N)c(NCc2ccc(Cl)cc2Cl)nc1C	·	15	2	-9	1	-11	-5	0	-37
FC(F)(F)C(Oc1nc(NC2CCCCC2)nc(N2CCOCC2)n1)C(F)(F)F	1.1	13	4	-6	1.1	8	-4	-3	-6
Cc1c2c(nc3c(C)cccc13)OC(C)C2 (stereo unspecified)	1	-6	1	-2	·	0	-7	-7	-9
CCOC(=O)c1ccc(NC2c3ncccc3C(=O)N2Cc2ccc(F)cc2)cc1 (stereo unspecified)	1.1	12	9	-4	1.1	-6	0	-6	-8
Next part:
SMILES	MT1-MMP txn act	S1P2 blocker	HIV Rev-RRE inh	S1P2 ag	PLAP activator	EphB4 antag	FAK inh	PLK1 PBD inh	PLK1 inh
COc1cc(C=O)ccc1OCCOCCOc1ccc(Cl)cc1Cl	·	20	15	-7	·	-1	6	-2	-6
COC(=O)CSc1nc(C)c2ccc(OC)cc2n1	1.4	8	7	-5	·	3	1	2	-13
N#Cc1c(C(F)(F)F)cc(C2CC2)nc1N1CCCC1	1.1	-4	17	0	1.1	-3	1	4	-8
Cc1cc(=O)cc(C)n1-c1ccccc1N1CCOCC1	1.1	19	6	-4	1	1	-7	12	-5
N=C1C(c2nc3ccccc3s2)=C(O)CN1Cc1ccco1	1.4	9	3	-2	1.2	-2	4	15	-15
CCCCOC(=O)Nc1ccc(C)c(Cl)c1	1.7	-15	6	4	1	-2	-2	13	-12
COC(=O)c1scc(C)c1NC(=O)C1CCCCC1	1	-3	2	-5	1	-7	1	7	-16
CC(=O)Nc1ccc(S(=O)(=O)N(C)CC(=O)OCC(=O)N2CCc3ccccc32)cc1	·	6	6	-4	0.8	-2	0	3	-17
COC(=O)NCC(c1cccnc1)N1CCN(c2ccccc2)CC1 (stereo unspecified)	1.2	16	7	-4	·	-4	-10	-39	5
Cc1ccc2c(c1)N(CCCC(=O)NCCC1=CCCCC1)C(=O)CO2	1.1	-11	5	-5	1.1	-1	-3	9	-10
CC(SCc1ccccc1)C(=O)NC1CCCC1 (stereo unspecified)	1.1	-13	0	-3	1	-7	-2	0	4
CN(Cc1ccccc1)C(=O)[C@H]1CCC(=O)N1Cc1ccco1	1.1	-7	2	-5	1.7	4	0	-29	-5
Cc1ccc(-n2c(Cc3cccn3C)nnc2SCC(=O)Nc2ccc3c(c2)OCO3)cc1	1.1	12	3	-2	1	3	4	-20	-15
COc1ccccc1N1CCN(C(=O)CCCCn2c(=O)[nH]c3ccsc3c2=O)CC1	1.1	·	·	·	1.7	·	·	35	-11
CCOC(=O)N1CCN(C(=O)CCC(=O)N2CCOc3ccc(C)cc32)CC1	1.1	-1	-4	-8	1.2	-10	-2	25	9
COc1ccc(CCNC(=O)Cn2nnc(-c3ccc(N4CCOCC4)cc3)n2)cc1OC	1.2	-9	3	-3	0.9	-4	-2	8	3

Another view of part of the listing above.
| MT1-MMP txn act | S1P2 blocker | HIV Rev-RRE inh | S1P2 ag | PLAP activator | EphB4 antag | FAK inh | PLK1 PBD inh | PLK1 inh | SMILES |
| --- | --- | --- | --- | --- | --- | --- | --- | --- | --- |
| 1.7 | -15 | 6 | 4 | 1 | -2 | -2 | 13 | -12 | CCCCOC(=O)Nc1ccc(C)c(Cl)c1 |
| 1 | -3 | 2 | -5 | 1 | -7 | 1 | 7 | -16 | COC(=O)c1scc(C)c1NC(=O)C1CCCCC1 |
| · | 6 | 6 | -4 | 0.8 | -2 | 0 | 3 | -17 | CC(=O)Nc1ccc(S(=O)(=O)N(C)CC(=O)OCC(=O)N2CCc3ccccc32)cc1 |
| 1.2 | 16 | 7 | -4 | · | -4 | -10 | -39 | 5 | COC(=O)NCC(c1cccnc1)N1CCN(c2ccccc2)CC1 (stereo unspecified) |
| 1.1 | -11 | 5 | -5 | 1.1 | -1 | -3 | 9 | -10 | Cc1ccc2c(c1)N(CCCC(=O)NCCC1=CCCCC1)C(=O)CO2 |
| 1.1 | -13 | 0 | -3 | 1 | -7 | -2 | 0 | 4 | CC(SCc1ccccc1)C(=O)NC1CCCC1 (stereo unspecified) |
| 1.1 | -7 | 2 | -5 | 1.7 | 4 | 0 | -29 | -5 | CN(Cc1ccccc1)C(=O)[C@H]1CCC(=O)N1Cc1ccco1 |

One compound at a time, from the list above. Values in the order: MT1-MMP txn act	S1P2 blocker	HIV Rev-RRE inh	S1P2 ag	PLAP activator	EphB4 antag	FAK inh	PLK1 PBD inh	PLK1 inh
COc1ccc(CCNC(=O)Cn2nnc(-c3ccc(N4CCOCC4)cc3)n2)cc1OC as listed: 1.2	-9	3	-3	0.9	-4	-2	8	3
Cc1cc(=O)cc(C)n1-c1ccccc1N1CCOCC1 as listed: 1.1	19	6	-4	1	1	-7	12	-5
N#Cc1c(C(F)(F)F)cc(C2CC2)nc1N1CCCC1 as listed: 1.1	-4	17	0	1.1	-3	1	4	-8
